Screening results (PubChem BioAssay)
LRH-1 inv ag – LRH-1 (NR5A2) inverse agonists, primary screen, cell-based, luminescence, HEK293T, StAR-luciferase reporter | Nuclear receptor subfamily 5 group A member 2 (Homo sapiens), O00482 | inhibition, % at 3.6 µM | LRH-1 transfected, 24 h | AID 602396, 2012 | hit rate 0.13% among 360,000;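 active = inhibition above the mean inhibition of all tested compounds plus 3 SD, cut at about 73% in these data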;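 note: 0% = DMSO wells and 100% = reporter-only cells lacking LRH-1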
TLR9-MyD88 inh – inhibitors of TLR9-MyD88 association in cells, primary screen, cell-based, CHO, BLA complementation, fluorescence; CCF4 FRET ratio; Toll-like receptor 9 (Homo sapiens) + Myeloid differentiation primary response protein …; hit rate 0.21% among 340,000; AID 504734, 2011; inhibition, % at 4.98 µM;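 active = inhibition above the mean over all tested compounds plus 3 SD, cut at about 21% in these data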;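 note: 0% = DMSO only wells and 100% = clavulanate BLA inhibitor control wells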
SRC1 inh – SRC1 coactivator transcriptional activity inhibitors, primary screen, cell-based, luminescence | HEK293 GAL4-SRC1 luciferase reporter | AID 588354, 2011 | Nuclear receptor coactivator 1 (Homo sapiens), Q15788 | inhibition, % at 3.6 µM | hit rate 0.12% among 360,000;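 active = inhibition above the campaign mean plus 3 SD, with each screening campaign given its own cutoff, cut at about 60% in these data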;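 note: 0% = DMSO treated cells and 100% = gossypol at 36 µM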
TROY NFkB inh – inhibitors of TROY-driven NF-kB signaling, primary screen, Q293 LMP1-TROYcd cells, NF-kB luciferase, uHTS. Q293 LMP1-TROYcd NF-kB luciferase reporter, 4 h. AID 1347056, 2019. inhibition, % at 10 µM. hit rate 0.98% among 360,000;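 active = compounds whose plate-normalised and pattern-corrected inhibition of the luciferase reporter signal at the single screening dose is 50% or more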
NCOA2 inhibitor – inhibition of GAL4-SRC2 driven luciferase reporter, primary screen, SRC2 inhibitor project, cell-based, luminescence. Nuclear receptor coactivator 2 (Homo sapiens), Q15596. HEK293 GAL4-SRC2 luciferase reporter. inhibition, % at 9 µM. hit rate 0.17% among 370,000;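 active = inhibition above the mean inhibition of all tested compounds plus 3 SD, set per campaign, cut at about 52% in these data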;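 note: 0% = DMSO treated cells and 100% = cells given Gossypol at 36 µM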
TRAIL sens C8 – viability loss with TRAIL in NB7+C8 cells, primary screen, TRAIL sensitizer project, cell-based, ATPlite luminescence; inhibition (viability loss, TRAIL sensitization), % at 10 µM; hit rate 1% among 360,000;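 active = compounds causing at least 50% loss of cell viability in the single-dose screen, relative to plate controls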
TWEAK-Fn14 inh – inhibitors of TWEAK-Fn14 signaling, primary screen, luciferase reporter cells, uHTS | TWEAK-stimulated Fn14 reporter cells, luciferase luminescence, 8 h | hit rate 2% among 360,000 | inhibition, % at 10 µM; in the data active = inhibition above about 50%
EBV LMP1 NFkB – EBV LMP1-driven NF-kappaB luciferase reporter inhibitors, primary screen, cell-based, luminescence, single point | LMP1-induced NF-kappaB luciferase reporter cells | hit rate 0.69% among 350,000 | inhibition, % at 12.5 µM | AID 504558, 2011; in the data active = inhibition above about 41%;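 note: 0% = neutral control wells and 100% = reference inhibitor control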
SRC3 inh – SRC3 coactivator transcriptional activity inhibitors, primary screen, cell-based, luminescence. inhibition, % at 3.6 µM. hit rate 0.17% among 360,000. AID 588352, 2011. HEK293 GAL4-SRC3 luciferase reporter;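 active = inhibition above a per-campaign cutoff, the mean of all compounds plus 3 SD, cut at about 60% in these data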;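 note: 0% = DMSO-treated cells and 100% = gossypol-treated cells at 36 µM; higher means less SRC3-driven luciferase light from the GAL4 reporter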
NOD2-RIPK2 inh – NOD2-RIPK2 binding disruptors in cells, primary screen, fluorescence, CHO cells, BLA complementation; CCF4 ratio; inhibition, % at 4.98 µM; hit rate 0.38% among 360,000; AID 624267, 2012; in the data active = inhibition above about 21%;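 note: 0% = vehicle only and 100% = reference blocker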
COUP-TFII inh – NR2F2 transcriptional activity inhibitors, primary screen, cell-based, luciferase reporter, HEK293T, luminescence. HEK293T NGFI-A luciferase reporter. inhibition, % at 8.6 µM. hit rate 0.7% among 370,000;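 active = inhibition above a per-plate cutoff, mean inhibition of test wells between control levels plus 3 SD, cut at about 38% in these data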;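 note: cells cotransfected with COUP-TFII expression vector driving the NGFI-A reporter; 0% = median of COUP-TF2 test wells and 100% = reporter-only cells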
* hit, by the source's call; · = not tested or not shown; & = joins results of further samples. An excerpt, so the mix of outcomes need not match the whole.

Below each SMILES – LRH-1 inv ag	TLR9-MyD88 inh	SRC1 inh	TROY NFkB inh	NCOA2 inhibitor	TRAIL sens C8	TWEAK-Fn14 inh	EBV LMP1 NFkB	SRC3 inh	NOD2-RIPK2 inh	COUP-TFII inh
CNS(=O)(=O)c1ccc(NC(=O)c2ccc(Cl)cc2Cl)cc1
  9.5	6.8	-11.8	1.3	-27.2	20.9	-6.7	8.2	17.3	-5.6	-3.2
COCCNC(=S)N/N=C/c1c2ccccc2cc2ccccc12
  -16.8	12.1	-9.7	-47.2	5.6	1.4	9.5	-2.9	-1.9	10.3	-15.3
COc1cc(/C=N/NC(=O)c2ccc(COc3ccccc3Cl)o2)cc(Br)c1O
  -19.4	1.2	-4.2	-5.5	-1.6	-4.8	-6.5	-0.9	13.3	-8.7	1.5
O=C(c1ccccc1)C1CC1c1ccccc1 (stereo not drawn)
  6.2	-4.2	-5.2	-35.7	-2.9	-2.4	-25.5	-7.5	-15.7	0.4	6.0
Cc1cc(-n2cnnn2)cc(C)c1S(=O)(=O)N(C)c1ccccc1
  2.5	-4.9	-9.3	-4.5	-2.5	-9.9	23.6	-1.3	-17.9	0.3	-7.0
CCOC(=O)c1c(C)oc2cc(Cl)c(O)c(CN(C)C)c12
  0.1	4.6	4.0	-32.2	-31.7	-0.6	-5.9	1.4	-7.2	0.2	-35.8
CCOC(=O)Cc1ccc(Nc2nc(NC)nc3ccsc23)cc1
  19.3	·	-7.8	0.5	-18.6	-8.6	-8.7	·	-5.5	-0.8	-14.8
N#Cc1cc2ccccc2nc1SCc1cccnc1
  -1.6	-10.6	-9.1	-8.6	-32.4	-3.9	-17.4	6.5	-1.2	4.5	-11.3
COc1cc(/C=C/C(=O)OCC(=O)c2ccc(S(=O)(=O)N3CCCCC3)cc2)cc(OC)c1OC
  -17.3	3.5	-3.5	18.7	-3.3	18.0	-14.1	-2.4	0.2	-2.9	16.9
Cc1nc(CN(C)C(=O)c2ccccc2OC2CCN(S(C)(=O)=O)CC2)cs1
  34.8	0.6	-11.1	-8.1	17.5	-6.5	6.1	8.7	6.8	3.9	14.2
CCOC(=O)CN1C(=O)N[C@@H](CCc2ccccc2)C(C(=O)OC)=C1C
  -6.6	-4.5	2.3	-16.0	5.1	-12.8	2.9	0.8	1.9	-2.6	-5.5
O=C(CSCC(=O)NN=Cc1ccccc1)NN=Cc1ccccc1
  3.2	·	13.3	-13.1	-2.9	1.8	24.0	·	-1.1	3.6	3.4
Cc1nnsc1C(=O)N1CCCC(N2CCN(c3ccc(F)cc3)CC2)C1 (stereo not drawn)
  3.1	1.5	12.9	3.3	-6.9	-7.2	3.7	1.2	16.4	-4.8	-4.9
COC(=O)CSc1nnc(-c2ccccn2)n1Cc1ccco1
  13.3	-4.3	-16.1	8.4	-9.4	-10.3	-3.5	-2.9	-18.2	3.1	8.2
Cc1ccccc1NC(=O)Cc1nc(COC(=O)c2ccc(S(C)(=O)=O)c([N+](=O)[O-])c2)cs1
  -22.8	25.5*	-18.8	46.1	·	54.4*	69.0*	-3.8	-26.3	44.6*	·
C#Cc1ccc(CN2CCC(N3CCC(C(=O)NCc4ccccn4)CC3)CC2)cc1
  -23.3	-8.9	10.6	1.4	14.6	-6.6	4.2	9.7	-0.4	-0.5	6.8
O=C(N/N=C/c1ccc(O)cc1O)c1ccc(CN2C(=O)c3cccc4cccc2c34)cc1
  65.2	-10.3	44.8	-9.5	36.6	33.0	-44.4	50.2*	67.9*	-1.7	-17.1
CCc1cc(-c2n[nH]c(=S)n2CC)cs1
  -14.1	6.7	-25.5	-16.4	-3.7	-3.1	9.8	-1.2	5.7	3.8	3.3
CCc1nnc(NC(=O)c2nc(S(=O)(=O)Cc3ccc(C)cc3)ncc2Cl)s1
  34.5	7.8	-67.6	51.1*	37.2	94.7*	95.3*	10.2	15.2	26.4*	11.8
COc1ccc(-c2cc(NC(C)=O)c3ncc(-c4ccccc4)n3c2)cc1OC
  10.2	·	-17.9	-12.9	-5.7	15.7	-13.1	·	11.4	4.1	-12.5
COc1ccc(C(=O)NC(=S)NCc2ccco2)cc1Br
  -3.9	-6.3	3.2	-6.8	2.2	-12.7	-8.2	2.6	16.2	-5.0	-0.2
ON=C1c2ccccc2-c2ccc(F)cc21
  -23.4	-5.9	-13.7	15.1	-20.2	-1.1	36.9	-7.1	-15.9	0.2	-25.2
CCCCCOC(=O)CCN1C(=O)/C(=C2\SC(=S)N(CCC(=O)OCCCCC)C2=O)SC1=S
  -9.7	4.6	6.9	-0.7	-3.2	5.7	3.9	3.3	13.4	-3.9	-6.2
CCCCn1c(SCC(=O)Nc2ccc3c(c2)CCC3)nc2ccccc2c1=O
  9.4	0.6	3.9	0.3	-21.0	-6.6	-2.1	6.3	6.4	5.0	5.8
COC(=O)CCC(=O)Nc1cccc2ccccc12
  7.6	0.8	-10.9	-10.1	-22.1	2.8	6.0	-0.5	0.4	-1.0	-0.3
O=C(CSc1nnc(-c2ccccc2F)o1)OCc1ccccc1
  14.1	11.5	2.3	0.7	14.3	-29.0	2.2	-33.2	20.6	-8.5	11.2
O=C(C1=C(O)C(=O)N(Cc2ccco2)C1c1cccnc1)c1cc2ccccc2o1 (stereo not drawn)
  8.5	3.4	-34.5	-64.0	2.2	-2.5	-11.0	-13.2	-22.0	-0.9	-9.1
CCc1nccn1S(=O)(=O)c1ccccc1[N+](=O)[O-]
  -0.9	0.6	0.3	13.6	11.9	-3.0	13.7	4.3	5.0	3.0	12.7
CCOC(=O)C(Cc1ccccc1)c1ccnc2nc(N)nn12 (stereo not drawn)
  4.8	12.6	-3.4	9.2	2.2	-1.6	2.2	-2.2	3.6	-2.7	8.6
CSCC[C@H](N)C(=O)NC[C@H]1O[C@@H](n2cnc3c(N)ncnc32)[C@H](O)[C@@H]1O
  13.3	-1.6	19.0	15.5	-30.7	-6.9	8.9	-6.8	-4.7	-3.3	-21.6

Compound profiles (already shown). Values in the order: LRH-1 inv ag	TLR9-MyD88 inh	SRC1 inh	TROY NFkB inh	NCOA2 inhibitor	TRAIL sens C8	TWEAK-Fn14 inh	EBV LMP1 NFkB	SRC3 inh	NOD2-RIPK2 inh	COUP-TFII inh
Listed for `C#Cc1ccc(CN2CCC(N3CCC(C(=O)NCc4ccccn4)CC3)CC2)cc1` : -23.3	-8.9	10.6	1.4	14.6	-6.6	4.2	9.7	-0.4	-0.5	6.8
Listed for `ON=C1c2ccccc2-c2ccc(F)cc21` : -23.4	-5.9	-13.7	15.1	-20.2	-1.1	36.9	-7.1	-15.9	0.2	-25.2

(next part)
Below each SMILES – LRH-1 inv ag	TLR9-MyD88 inh	SRC1 inh	TROY NFkB inh	NCOA2 inhibitor	TRAIL sens C8	TWEAK-Fn14 inh	EBV LMP1 NFkB	SRC3 inh	NOD2-RIPK2 inh	COUP-TFII inh
CCOc1ccccc1N(CC(=O)NCCSc1ccccn1)S(=O)(=O)c1ccccc1
  -21.5	8.6	1.0	-0.9	6.2	8.8	3.8	-1.0	14.2	0.7	-7.7
CC(NS(=O)(=O)c1ccc(CCC(=O)NCC2CCCO2)cc1)c1ccccc1 (stereo not drawn)
  14.8	16.3	-7.5	10.6	14.4	-12.7	0.6	1.4	17.6	-3.0	9.4
O=c1[nH]c(Nc2ccc3c(c2)OCCO3)nnc1Cc1ccc(Cl)cc1
  8.8	·	1.7	3.9	1.6	-0.3	23.6	5.9	6.1	-4.2	-10.6
C=CCn1cc(C(=O)N2CCN(C)CC2)c(=O)c2cc(S(=O)(=O)N(CC)CC)ccc21
  -0.5	-3.1	-1.9	-3.6	14.2	-3.7	10.3	-29.2	6.4	3.3	6.9
COc1ccc(C(=O)Nc2ccc(S(=O)(=O)NC(C)(C)C)cc2)cc1[N+](=O)[O-]
  32.8	0.3	-14.1	1.1	-4.1	5.1	-7.2	-7.3	-2.6	-3.2	-7.5
O=C(CCc1nnc(CCCCc2ccccc2)o1)NCCC1CCCCO1 (stereo not drawn)
  -17.4	-2.6	11.5	-22.5	-30.2	2.1	-1.9	-6.7	0.8	-1.0	2.1
C=CCn1c(SCC(=O)NC(=O)Cc2ccccc2)nnc1-c1ccccc1F
  4.1	4.6	1.6	-16.1	-21.7	-4.1	20.1	-5.2	-14.9	-12.4	-6.5
COc1ccc(-n2cnnc2SCC(=O)Nc2cccc(S(=O)(=O)N3CCCCC3)c2)cc1
  0.8	-9.4	-4.1	15.3	14.2	-9.9	-11.1	5.1	14.3	-6.0	8.4
CCC(c1nnnn1-c1ccc2c(c1)OCCO2)N1CCc2ccccc2C1 (stereo not drawn)
  -6.1	·	·	-6.3	1.1	1.2	2.9	·	·	-3.0	-14.8
O=C(Nc1ccc(F)cc1F)N1CCN(CCc2ccccc2)CC1
  -4.9	-6.0	5.3	2.7	-1.3	-10.9	-0.7	7.7	20.3	-7.2	2.3
CC12CCC(C(=O)O)(C/C1=N\O)C2(C)C (stereo not drawn)
  -0.7&3.1	3.5&9.9	-1.5&-2.8	3.2&-7.4	-16.0&4.5	10.8&-9.4	4.5&-23.7	2.8&-2.0	-28.4&11.7	-6.5&6.6	-7.7&7.5
O=C(Nc1ccc(Cl)c(C(F)(F)F)c1)[C@@H]1CC=C[C@@H]2CCN(Cc3ccc(Cl)c(Cl)c3)C(=O)[C@@H]21
  -16.2	-8.8	2.9	27.4	-1.6	8.9	33.6	-12.9	-13.7	0.0	-7.1
COc1ccc([C@@H]2CC=C(C(=O)O)[C@H](c3ccccc3)N2S(=O)(=O)c2ccccc2C)cc1
  8.8	-0.2	3.1	-8.6	-17.3	12.4	3.5	3.2	-16.7	9.7	13.0
O=C(OCC(=O)N1CCN(C(=O)c2ccco2)CC1)c1ccc(S(=O)(=O)N2CCCCC2)cc1
  -3.5	-1.0	-30.6	11.8	-6.6	7.8	9.4	-1.4	13.1	6.2	4.8
Cc1snc(SCC(=O)N/N=C(\N)COc2ccc(F)cc2)c1C#N
  10.7	1.9	6.5	0.2	-4.5	12.5	14.0	-11.9	-5.5	-4.1	4.8
CC1CCCCN1S(=O)(=O)c1coc(C(N)=O)c1 (stereo not drawn)
  3.5	-10.9	-16.8	-4.2	13.3	-14.2	5.3	-0.3	0.0	-2.8	-10.4
Cc1cccc(C(=O)OCC(=O)NC(=O)NC2CCCCC2)c1
  3.0	-5.1	-3.5	-10.5	4.4	-2.1	6.2	6.1	5.4	-1.2	0.8
Cc1cc(=O)oc2c1ccc1oc(/C(=N/O)c3ccccc3)c(C)c12
  -12.7	-9.1	8.8	25.2	-13.2	18.4	-10.5	7.0	-13.1	-4.3	-1.8
COCCNC(=O)c1cc(Br)ccc1Cl
  -6.3	-3.6	-1.4	7.8	-0.6	-12.6	7.7	-6.6	-5.5	-4.0	2.9
